Assay outcomes from PubChem.
H37Rv inhibition: M. tuberculosis growth inhibition, HTS (AID 449762). M. tuberculosis H37Rv growth inhibition, 7H9 media; higher % means a stronger effect. one-dose inhibition, % at 25 µM; IC50 in µM for titrated hits. actives 0.59% (n = 330,000); in the data active = a potency from the dose series; inconclusive = inhibition above about 70% without an active follow-up result;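 note: bacterial growth assessed after seven days of incubation; strong numbers were not always called active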
M. tuberculosis: growth inhibition of non-replicating M. tuberculosis (AID 488890). Mycobacterium tuberculosis non-replicating, growth inhibition; higher % means a stronger effect. inhibition, % at 25 µM; hits with a dose series show IC50 in µM. actives 0.39% (n = 320,000); in the data active = a potency from the dose series; inconclusive = inhibition mostly from about 82% at the one dose, without a potency; inactive = the rest, 99 in 100 with inhibition below about 76%;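 note: plate controls were DMSO cells for no effect and high antibiotic wells for full effect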
influenza NS1A: NS1A inhibition, H1N1 influenza, cell based functional assay (AID 504329); actives 0.3% (n = 340,000); NS1A functional cell-based assay, percent inhibition; higher % means a stronger effect; inhibition, % at 12.5 µM; hits with a dose series show IC50 in µM; in the data active = a potency from the dose series; inconclusive = inhibition above about 27% without an active follow-up result; note: strong numbers were not always called active
inhibitors of VEEV: inhibitors of VEEV TC-83 cytopathic effect, confirmation, Vero cells (AID 588727). Vero cells, VEEV TC-83 cytopathic effect inhibition; higher % means a stronger effect. inhibition, % at 20 µM, or IC50 in µM where a hit was titrated. actives 0.13% (n = 350,000); in the data active = a potency from the dose series; inconclusive = inhibition mostly from about 14% at the one dose, without a potency; inactive = the rest, 99 in 100 with inhibition below about 12%; note: strong numbers were not always called active
Salmonella PhoP GFP: Inhibition of PhoP regulon, Salmonella typhi GFP reporter cells, confirmation, 4 h (AID 1850); Salmonella Typhi PhoP-promoter GFP reporter, fluorescence, 4 h; higher % means a stronger effect; one-dose inhibition, % at 50 µM; IC50 in µM for titrated hits; actives 0.33% (n = 310,000); in the data active = a potency from the dose series; inconclusive = inhibition mostly from about 25% at the one dose, without a potency; inactive = the rest, 99 in 100 with inhibition below about 19%;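 note: 0% = induced wells with vehicle and 100% = uninduced wells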
inhibitors of VEEV 10K pilot screen: further read-out of inhibitors of VEEV, marked with its call; inhibition, %; measured here: 10K pilot screen inhibition
An asterisk follows results filed as active; i = inactive; ? = inconclusive; · = no result given; & = joins results of further samples. No enrichment for hits; overall some 1.4% were active at least once.

SMILES	H37Rv inhibition	M. tuberculosis	influenza NS1A	inhibitors of VEEV	Salmonella PhoP GFP	others
O=C(COC(=O)Cc1ccccc1)Nc1ccc(SC(F)F)cc1	?	79.9%	17.5%	0.2%	-2.3%
Cc1nn(Cc2ccccc2Cl)c(C)c1NC(=O)NC12CC3CC(CC(C3)C1)C2	-1.6%	29.0%	-1.3%	i	1.2%
COc1ccc2c(c1)-c1c(ssc1=S)C(C)(C)N2S(=O)(=O)c1ccc(C)cc1	-8.2%	27.2%	17.8%	3.1%	-8.1%
Cc1ccc(NC(=O)C(C)Sc2nnc(-c3cccnc3)o2)cc1 (configuration not stated)	-7.6%	2.5%	1.6%	3.9%	4.2%
O=C(COC(=O)C1=COCCO1)NCc1ccc(F)cc1	5.3%	2.0%	9.2%	2.1%	-2.4%
CCCCOc1ccc(NC(=O)CSc2cccc3cccnc23)cc1	36.1%	44.2%	10.5%	i	-7.4%
Oc1ccc(NCc2ccc(OCc3ccccc3)cc2)cc1	4.2%	68.6%	0.3%	i	-5.6%
CCn1c(SCC(=O)c2ccc(OC)cc2)nnc1C(C)NC(=O)c1ccc(OC)cc1 (configuration not stated)	4.1%	4.0%	1.1%	0.8%	-12.8%&-13.4%	inhibitors of VEEV 10K pilot screen=0.5
CCn1nnnc1Oc1ccc(Cl)cc1	-4.9%	12.1%	-16.9%	1.1%	-8.2%
CN(Cc1ccccc1)C(=O)Cc1ccccc1	-5.5%	31.6%	-3.0%	i	-1.9%
CC(C)(Sc1ccc(CCN(CCCCC2CCCCC2)C(=O)NC2CCCCC2)cc1)C(=O)O	18.9%	11.1%	-6.1%	4.8%	-5.7%
COc1ccc(CNC(=O)C(=O)NCC2OCCN2S(=O)(=O)c2ccc3c(c2)OCCO3)cc1 (configuration not stated)	-10.0%	-1.2%	26.1%	1.4%	-9.5%
O=S(=O)(c1ccccc1)c1cccc(S(=O)(=O)N2CCCCC2)c1	-5.4%	5.9%	-0.8%	2.7%	-5.9%
N#Cc1ccc(C(=O)N(Cc2ccccc2)c2ccccc2)cc1	-9.9%	21.9%	0.0%	i	-2.4%
CCOCCCNC(=O)N[C@H](C(=O)OC)C(C)CC (some centres not stated)	2.1%	-8.8%	15.7%	8.3%	0.5%
O=C(CN1C(=O)NC2(CCc3ccccc3C2)C1=O)NCc1ccco1 (configuration not stated)	-2.2%	4.4%	-4.7%	2.5%	0.8%
COC(=O)c1ccccc1NC(=O)c1cc[n+]([O-])cc1	-9.2%	-1.8%	9.1%	i	10.1%
CC(C)C(=O)N1CCN(c2c(Cl)cccc2[N+](=O)[O-])CC1	-1.4%	-1.6%	-8.4%	i	-15.0%
CN1CCC(N(CCc2ccccc2)C(=O)CCC(=O)O)CC1	-0.6%	-8.1%	18.1%	12.9%	-8.0%
COc1ccc(C(=O)Nc2ccc(-c3nnn(CC(=O)NCc4ccco4)n3)cc2)cc1	9.1%	1.6%	-3.8%	2.0%	-1.0%
CC(C)OCCCNC(=O)CCN1C(=O)COc2ccccc21	-1.9%	-6.4%	-8.0%	i	5.2%
Cc1nc2cc(Cc3ccccc3)ccc2o1	·	·	-0.9%	i	·
C#CCOCCOCCOCCNc1nc(N2CCOCC2)nc(N2CCN(C(=O)[C@H](C)n3cc(CCC(=O)O)nn3)CC2)n1	·	·	1.2%	0.8%	·
COc1ccc(NC(=O)C2C(c3ccccc3)C2(Cl)Cl)c(OC)c1 (configuration not stated)	1.9%	22.8%	-2.4%	3.3%	-1.5%
CCOC(=O)NNC1CC(=O)N(c2ccc(OC)cc2)C1=O (configuration not stated)	0.7%	11.7%	2.4%	3.3%	-2.5%
Cc1cccc(CN2CCN(Cc3ccc(Cl)cc3)CC2)c1	0.9%	33.1%	4.3%	0.9%	-6.4%
O=C(COc1ccc([N+](=O)[O-])cc1)Nc1cccc(C(=O)Nc2ccccc2C(=O)O)c1	2.9%	5.4%	12.2%	4.1%	2.9%
COc1ccc(C(=O)/C(=C\c2ccco2)N2C=CC=CC2=C(C#N)C#N)cc1	6.0%	?	13.8%	3.9%	-1.6%
O=C(Nc1ccc2c(c1)OCCO2)C1CCN(S(=O)(=O)c2ccccc2)CC1	-1.0%	-0.2%	-20.3%	1.5%	3.7%
CC(C)n1nc(C(=O)Nc2cccc(S(=O)(=O)N3CCCCC3)c2)c2ccccc2c1=O	1.0%	6.5%	-7.1%	0.9%	·
O=C(O)C1CC=CCC1C(=O)N1CC=C(c2ccccc2)CC1 (configuration not stated)	-0.8%	-2.1%	3.1%	4.8%	2.5%
COc1cc(C(=O)OCC(=O)N(C)Cc2ccccc2)cc(OC)c1OC	-0.3%	11.0%	-11.2%	0.1%	2.9%
CCOC1=NN(c2ncc(C(F)(F)F)cc2Cl)C(=O)C1	-7.1%	-17.6%	9.5%	1.4%	5.3%
O=S(=O)(c1ccc2nc(SCc3cccc(Cl)c3)[nH]c2c1)N1CCOCC1	9.1%	22.4%	-3.9%	1.3%	-7.8%
O=C(Cc1cc(=O)[nH]c(=O)[nH]1)NCC1CCCO1 (configuration not stated)	-3.4%	·	-7.6%	0.7%	·
OCC1(Cc2ccccc2)CCN(Cc2ccc(C(F)(F)F)cc2)CC1	9.2%	14.2%	-7.1%	0.6%	7.2%
COCCN(C(=O)COC(=O)c1cc2c(s1)CCC2)c1c(N)n(Cc2ccccc2)c(=O)[nH]c1=O	6.7%	22.6%	5.0%	2.9%	-4.9%
CSc1nc2c(c(-c3ccc(O)cc3)c1C#N)CCC2	3.9%	25.7%	-20.9%	i	-18.8%
O=C1OCCN1C(=O)[C@H]1[C@H](c2ccc(Cl)cc2)C(c2cccc(Cl)c2)=NN1c1ccccc1	2.7%	13.2%	-21.0%	0.3%	-0.5%
O=C(O)c1ccc(NCCC2=CCCCC2)c([N+](=O)[O-])c1	-6.5%	27.3%	2.1%	i	3.9%

Quoted at random: 2 records from the list.
SMILES	H37Rv inhibition	M. tuberculosis	influenza NS1A	inhibitors of VEEV	Salmonella PhoP GFP	others
COCCN(C(=O)COC(=O)c1cc2c(s1)CCC2)c1c(N)n(Cc2ccccc2)c(=O)[nH]c1=O	6.7%	22.6%	5.0%	2.9%	-4.9%
O=C(Cc1cc(=O)[nH]c(=O)[nH]1)NCC1CCCO1 (configuration not stated)	-3.4%	·	-7.6%	0.7%	·

Continued.
SMILES	H37Rv inhibition	M. tuberculosis	influenza NS1A	inhibitors of VEEV	Salmonella PhoP GFP	others
O=C1CCc2cc(S(=O)(=O)Nc3ccccc3)cc3c2N1CCC3	-10.2%	1.8%	-1.5%	9.3%	-2.0%
COc1ccccc1NC(=O)C1CCCN1S(=O)(=O)c1cccc2nsnc12 (configuration not stated)	3.9%	14.5%	2.1%	0.8%	7.0%
Cc1ccccc1N(C)S(=O)(=O)c1ccc2[nH]cc(C(=O)NCC3CCCO3)c(=O)c2c1 (configuration not stated)	-6.7%	9.6%	9.5%	i	-3.3%
CCOc1cc(N2CCOCC2)c(OCC)cc1NC(=O)c1nc2nc(C)cc(C)n2n1	2.5%	-11.1%	5.0%	10.3%	-1.5%
CC(C)Oc1ccc(C(CCNCc2ccc(O)cc2)c2ccccc2)cc1 (configuration not stated)	62.7%	?	1.1%	i	8.4%
COc1cc([N+](=O)[O-])ccc1N	-7.5%	-13.0%	0.5%	i	-2.5%
CC1CC(C)CN(CCCNC(=O)c2ccc(N3CCCC3=O)cc2)C1 (configuration not stated)	9.1%	-5.0%	-0.6%	1.6%	9.5%
Cc1ccc(CNC(=O)COC(=O)Cn2nc(C)c([N+](=O)[O-])c2C)cc1	0.7%	4.6%	-4.6%	i	0.6%
CC(=O)OCC(=O)N1N=C(c2ccc3ccccc3c2)CC1c1ccccc1 (configuration not stated)	12.3%	28.5%	-2.2%	1.4%	-4.4%
CCn1c(SCC(=O)N/N=C/c2cc(OC)c(O)c(OC)c2)nc2ccccc21	-1.9%	10.8%	-2.6%	1.1%	1.0%
Cc1[nH]n(-c2ccccc2)c(=O)c1/C=N/NC(=O)c1cccc([N+](=O)[O-])c1	9.4%	66.8%	20.1%	9.0%	-18.8%
NS(=O)(=O)c1ccc(CCn2c(=S)[nH]c3ccccc3c2=O)cc1	-19.1%	-9.0%	-7.2%	8.6%	0.5%
C[C@@H]1CN(C2CCN(Cc3nc(C(c4ccccc4)c4ccccc4)no3)CC2)C[C@H](C)O1	-1.0%	14.7%	0.5%	0.7%	-16.7%
O=C(Nc1cccc(Cl)c1)Nc1nnc(-c2ccncc2)s1	8.1%	2.69µM*	-14.2%	3.2%	-1.8%
C[C@]12CC[C@H](O)C[C@H]1CC[C@@H]1[C@@H]2C[C@@H](O)[C@]2(C)[C@@H](C3=CC(=O)OC3)CC[C@]12O	-0.7%	6.2%	4.2%	<0.05µM*	-8.0%
Cc1ccc(NC(=O)c2cc(C(=O)Nc3ccc(C)cc3)n(C)n2)cc1	2.5%	-6.1%	-1.6%	2.3%	-5.5%
COc1ccc(NC(=O)Cn2nnc(-c3ccccc3NS(=O)(=O)c3ccc(OC)cc3)n2)cc1	5.4%	24.1%	-0.6%	i	-4.0%
Cc1ccccc1NC(=O)c1sc2nc3c(c(-c4ccco4)c2c1N)CCCC3	0.3%	2.7%	-7.1%	4.4%	7.1%
COc1ccc(N(CC(=O)Nc2ccc(C)cc2C)S(=O)(=O)c2ccccc2[N+](=O)[O-])c(OC)c1	3.1%	40.6%	·	8.3%	5.0%
O=[N+]([O-])c1cc(Cl)ccc1NCCNS(=O)(=O)c1ccccc1	18.9%	6.7%	31.8%	i	-3.4%

A draw from above in order of length of the SMILES, ascending.
SMILES	H37Rv inhibition	M. tuberculosis	influenza NS1A	inhibitors of VEEV	Salmonella PhoP GFP	others
CSc1nc2c(c(-c3ccc(O)cc3)c1C#N)CCC2	3.9%	25.7%	-20.9%	i	-18.8%
O=C(Cc1cc(=O)[nH]c(=O)[nH]1)NCC1CCCO1 (configuration not stated)	-3.4%	·	-7.6%	0.7%	·
O=C(O)C1CC=CCC1C(=O)N1CC=C(c2ccccc2)CC1 (configuration not stated)	-0.8%	-2.1%	3.1%	4.8%	2.5%
O=C(O)c1ccc(NCCC2=CCCCC2)c([N+](=O)[O-])c1	-6.5%	27.3%	2.1%	i	3.9%
CC(C)C(=O)N1CCN(c2c(Cl)cccc2[N+](=O)[O-])CC1	-1.4%	-1.6%	-8.4%	i	-15.0%
NS(=O)(=O)c1ccc(CCn2c(=S)[nH]c3ccccc3c2=O)cc1	-19.1%	-9.0%	-7.2%	8.6%	0.5%
Cc1ccc(CNC(=O)COC(=O)Cn2nc(C)c([N+](=O)[O-])c2C)cc1	0.7%	4.6%	-4.6%	i	0.6%
COc1ccc(C(=O)Nc2ccc(-c3nnn(CC(=O)NCc4ccco4)n3)cc2)cc1	9.1%	1.6%	-3.8%	2.0%	-1.0%
CC(C)(Sc1ccc(CCN(CCCCC2CCCCC2)C(=O)NC2CCCCC2)cc1)C(=O)O	18.9%	11.1%	-6.1%	4.8%	-5.7%
CC(C)n1nc(C(=O)Nc2cccc(S(=O)(=O)N3CCCCC3)c2)c2ccccc2c1=O	1.0%	6.5%	-7.1%	0.9%	·
COc1ccc(CNC(=O)C(=O)NCC2OCCN2S(=O)(=O)c2ccc3c(c2)OCCO3)cc1 (configuration not stated)	-10.0%	-1.2%	26.1%	1.4%	-9.5%
COc1ccc(NC(=O)Cn2nnc(-c3ccccc3NS(=O)(=O)c3ccc(OC)cc3)n2)cc1	5.4%	24.1%	-0.6%	i	-4.0%
C[C@@H]1CN(C2CCN(Cc3nc(C(c4ccccc4)c4ccccc4)no3)CC2)C[C@H](C)O1	-1.0%	14.7%	0.5%	0.7%	-16.7%
COCCN(C(=O)COC(=O)c1cc2c(s1)CCC2)c1c(N)n(Cc2ccccc2)c(=O)[nH]c1=O	6.7%	22.6%	5.0%	2.9%	-4.9%

Remaining list, next part
SMILES	H37Rv inhibition	M. tuberculosis	influenza NS1A	inhibitors of VEEV	Salmonella PhoP GFP	others
CCc1cc(=O)oc2cc(C)c3c(C)coc3c12	0.9%	6.3%	-19.3%	1.4%	0.7%	inhibitors of VEEV 10K pilot screen=1.2
O=C(NCc1ccccc1)c1ccc(NC(=O)C2CCCCC2)cc1	·	·	-3.6%	0.7%	·
CC(C)Cn1c(=S)[nH]c2cc(C(=O)NCc3ccccc3F)ccc2c1=O	7.8%	-8.0%	-2.9%	1.0%	·
CC(=O)Nc1ccc(OC(=O)c2ccco2)cc1	1.9%	2.1%	0.6%	2.6%	-7.2%
Cn1c(CNC(=O)CCNC(=O)c2cccc(F)c2)cc(=O)n(C)c1=O	-2.3%	9.2%	-0.9%	0.8%	7.7%
